# High-throughput results: PubChem BioAssay, Sanford-Burnham Center for Chemical Genomics
# XBP1 UPR activ – adaptive UPR (XBP1) activation; CHO-XBP1 luciferase reporter, IRE1-XBP1 UPR activation, luminescence; percent of tunicamycin response, DMSO as zero; activation, % at 20 µM; 0.33% of 330,000 active; AID 463104;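 active = versus positive control, 20 µM dose yields 30% or more activation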;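 note: 100% = tunicamycin at 10 µg/mL and 0% = DMSO only wells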
#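 Test system: CHO-XBP1 luciferase reporter cells | Buffer or medium: Serum-containing F12 medium, 10% FBS | Schedule: 6 h compound exposure at 37 °C, 5% CO2 | Detection: Steady-Glo luciferase glow luminescence, 10 min after reagent addition | Read-out basis: Activation, % of tunicamycin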
# CXCR6 block – CXCR6 (human) receptor inhibition; CHO-K1 PathHunter CXCR6 beta-arrestin, luminescence; inhibition, % at 20 µM; 0.36% of 360,000 active; O00574; in the data active = inhibition above about 34%, passing the limit was not always enough;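 note: antagonist mode with CXCL16 agonist at 10 nM final; 0% = 10 nM CXCL16 with DMSO and 100% = unstimulated wells without agonist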
# Target sequence (O00574 whole entry, looked up): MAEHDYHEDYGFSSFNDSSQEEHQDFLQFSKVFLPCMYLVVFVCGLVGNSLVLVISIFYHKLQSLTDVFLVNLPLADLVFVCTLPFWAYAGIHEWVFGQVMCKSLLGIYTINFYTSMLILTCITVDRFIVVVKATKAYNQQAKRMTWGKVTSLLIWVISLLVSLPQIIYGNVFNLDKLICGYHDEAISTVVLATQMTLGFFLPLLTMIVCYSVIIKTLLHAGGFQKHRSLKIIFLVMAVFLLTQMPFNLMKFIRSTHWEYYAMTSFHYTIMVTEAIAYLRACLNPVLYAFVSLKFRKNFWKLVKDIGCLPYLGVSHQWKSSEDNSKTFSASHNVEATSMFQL
# Mdm2-MdmX inh – human Mdm2/MdmX binding inhibition; AID 485346; inhibition, % at 8 µM; SaOS-2 split-luciferase Mdm2/MdmX complementation, luminescence; 3% of 330,000 active; O15151+Q00987;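 active = inhibition of at least 50% at 8 µM in the primary screen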
# TIM10 inh – TIM10 yeast growth inhibition; S. cerevisiae TIM10 strain growth, BacTiter-Glo luminescence, 24 h; inhibition, % at 10 µM; 1.4% of 330,000 active; AID 463195;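 active = inhibition of 40% or more at the single tested concentration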;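 note: wild-type TIM10 isogenic control strain grown at permissive 25 °C; 0% = DMSO yeast wells and 100% = minimal medium wells without yeast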
# tim10-1 inh – tim10-1 yeast growth inhibition; 2.2% of 330,000 active; inhibition, % at 20 µM; S. cerevisiae tim10-1 ts strain growth, BacTiter-Glo, 24 h;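 active = inhibition of at least 40%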;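 note: mutant grown at 25 °C; 0% = DMSO wells with yeast and 100% = wells holding no yeast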
# UPR CHOP act – activators of apoptotic arm of unfolded protein response (CHOP) | CHO-CHOP luciferase reporter, UPR activation, luminescence; percent of tunicamycin response over DMSO baseline | activation, % at 10 µM | 0.34% of 330,000 active;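 active = at 10 µM dose, activation of 40% or more, normalized to positive control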;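 note: 100% = tunicamycin at 10 µg/mL and 0% = DMSO alone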
#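 measured by = luciferase luminescence | assay system = CHO-CHOP cells, stable luciferase reporter of PERK-eIF2a-CHOP signalling | amount = 500 reporter cells seeded per well | timing = 6 h compound exposure at 37 °C after overnight seeding | controls = positive tunicamycin 10 µg/mL, negative DMSO alone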
# tim23-1 inh – inhibits growth of tim23-1 mutant yeast. S. cerevisiae tim23-1 growth, BacTiter-Glo luminescence, 24 h. inhibition, % at 20 µM. 1.3% of 330,000 active. AID 463212;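 active = growth inhibition of the mutant yeast at or above 50%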;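 note: temperature-sensitive mutant grown at 25 °C; plate controls were DMSO-treated mutant yeast for no effect and medium wells lacking yeast for full effect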
# APJ ag – APJ receptor agonism | CHO-K1 APJ PathHunter beta-arrestin, luminescence; 0% DMSO wells, 100% apelin | activation, % at 20 µM | AID 2520 | 0.11% of 330,000 active;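 active = activation more than six SD over the plate average, tested at 20 µM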;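 note: 0% = DMSO alone and 100% = apelin-13 at 10 nM; some results filed as inactive read as strong as hits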
# Target sequence (P35414 whole entry, looked up): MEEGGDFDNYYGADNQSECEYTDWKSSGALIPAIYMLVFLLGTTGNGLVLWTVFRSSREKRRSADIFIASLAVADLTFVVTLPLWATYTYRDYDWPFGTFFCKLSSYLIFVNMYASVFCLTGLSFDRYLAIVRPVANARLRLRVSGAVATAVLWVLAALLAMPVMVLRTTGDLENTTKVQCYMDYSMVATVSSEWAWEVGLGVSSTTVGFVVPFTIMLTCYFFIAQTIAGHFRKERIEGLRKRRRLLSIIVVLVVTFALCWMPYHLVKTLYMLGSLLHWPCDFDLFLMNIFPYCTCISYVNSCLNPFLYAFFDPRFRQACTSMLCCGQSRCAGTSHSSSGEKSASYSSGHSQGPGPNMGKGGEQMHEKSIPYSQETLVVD
#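 Test system: CHO-K1 APJ beta-arrestin complementation cell line. Amount: cell density 1000 per well. Controls: DMSO negative, 10 nM Apelin-13 positive. Signal: luminescent beta-gal fragment complementation, chemiluminescent substrate. Read-out basis: agonist-driven arrestin binding to APJ. Timing: compound stimulation 90 min at 25 °C, detection 60 min.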
# APJ antagonist – APJ receptor antagonism; 0.32% of 330,000 active; inhibition, % at 20 µM; CHO-K1 APJ beta-arrestin complementation, luminescence; P35414;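 active = inhibition above about 40% at 20 µM, limit read from the data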;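 note: cells challenged with 10 nM apelin-13 agonist together with compound; plate controls were apelin-13 plus DMSO wells for no effect and DMSO wells lacking apelin-13 for full effect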
# The depositor's hits bear a star; . = no result given. A portion of the library (hit frequency here may not be typical).
# Values run as follows: XBP1 UPR activ	CXCR6 block	Mdm2-MdmX inh	TIM10 inh	tim10-1 inh	UPR CHOP act	tim23-1 inh	APJ ag	APJ antagonist
- COc1ncccc1C(=O)N1CCCC(C(=O)c2cccc(OC(C)C)c2)C1 (configuration not stated)
→ 0	3	15	-20	10	0.1	15	-1	-9
- COc1ccc2[nH]c3c(c2c1)CCN1C(=O)C(CC(=O)NCc2cccc(C(F)(F)F)c2)C[C@H](C(=O)N2CCOCC2)[C@@]31C (some centres not stated)
→ 3	-9	17	9	11	3.3	32	.	.
- O=C(Cc1ccc(S(=O)(=O)N2CCCC2)s1)N1CCN(c2ccccc2)CC1
→ 1	-1	18	-21	6	2.8	-4	-2	17
- N#Cc1cc(Oc2ccccc2)c(-n2nnc3ccccc32)cc1C#N
→ 3	11	3	-5	6	12	-8	6	14
- Cc1cc(C)cc(C(=O)OCC(=O)NCC(F)(F)F)c1
→ 0	-3	12	9	2	-0.5	2	-1	6
- COc1cc(C(=O)Nc2ccc(C)cc2C(NCC(=O)NN)c2ccccc2)cc(OC)c1OC (configuration not stated)
→ -3	-1	3	15	7	0.8	9	-2	13
- CC(=O)c1ccc(S(=O)(=O)N2CCN(C(=O)c3ccc(N)c([N+](=O)[O-])c3)CC2)cc1
→ -1	-7	-14	9	1	0.8	13	2	-34
- CC(=O)Oc1ccccc1C(=O)Nc1ccccc1C(=O)N1CCCCC1
→ -5	-2	-1	8	22	-0.8	22	-2	4
- CC(=O)c1sc(-c2cccc(Cl)c2)nc1C
→ 7	-2	-2	3	11	1.0	1	-3	6
- COc1ccccc1C(=O)Nc1ccc(Nc2ccccc2)cc1
→ -5	-4	-4	12	15	-0.5	-2	-6	11
- CCn1c(SCC(=O)c2ccc(CNC(C)=O)o2)nnc1-c1cccs1
→ -4	-1	22	-1	8	-1.8	19	4	13
- O=C(Nc1nnc(CCN2CCCCC2)s1)c1ccc(Cl)cc1Cl
→ -3	1	20	23	-1	1.5	4	-2	15
- C[C@H](NC(=O)[C@H](Cc1ccccc1)n1c(=O)[nH]c2ccccc2c1=O)C(=O)N1CCC[C@H]1C(=O)O
→ 1	-2	-22	-3	-11	-0.8	-10	-1	-39
- COC(=O)c1cccc(NC(=O)/C=C/c2ccc([N+](=O)[O-])cc2)c1
→ 1	-6	-23	1	-1	4.9	-6	2	-5
- Cc1c(Cl)cccc1NC(=S)NNS(=O)(=O)c1ccc([N+](=O)[O-])cc1
→ 2	14	-9	14	-4	-1.0	4	18	-22
- CCOC(=O)c1c(C)[nH]c(C)c1S(=O)(=O)NCCc1ccco1
→ -3	2	-19	-2	1	1.8	-4	3	6
- COc1ccc(C(=O)NCC2(c3ccccc3)CCOCC2)cc1
→ 0	12	8	1	13	1.0	11	3	0
- O=[N+]([O-])c1cc([N+](=O)[O-])c(N2CCOCC2)cc1NCc1ccccc1
→ 2	12	11	22	23	-0.4	29	-3	-8
- CC(=O)/C(=N/Nc1cccc(Cl)c1)N1CCOCC1
→ 1	-5	3	-27	1	1.6	8	6	-1
- Fc1c(F)c(F)c(/C=N/NC(=S)Nc2cccnc2)c(F)c1F
→ -2	9	51*	-10	8	-0.5	-1	-2	2
- O=C(Nc1ccc(F)cc1)NC1CCN(Cc2ccccc2)CC1
→ 0	-4	-7	7	-1	2.2	1	-1	-3
- O=C(Nc1nc2c(s1)CCCC2)c1cc(-c2ccccc2)nc2ccccc12
→ -4	-1	38	26	16	2.7	25	-2	11
- COc1cccc2cc(C(=O)NCCc3ccccc3)c(=O)oc12
→ 6	-11	8	5	23	4.8	2	-4	17
- Cc1ccc(N2CC(C(=O)NCc3cccs3)CC2=O)cc1C (configuration not stated)
→ -4	-16	22	-12	14	-0.7	13	-3	-20
- CCCn1c(NC(=O)CN2C(=O)NC3(CCCCC3)C2=O)nc2ccccc21
→ 0	0	2	13	3	1.4	12	-4	-44
- Cc1ccccc1CC(=O)N1CCN(S(=O)(=O)c2ccc(Cl)s2)CC1
→ 0	4	-9	1	0	0.8	3	-5	7
- OCC1N=C(c2ccccn2)OC1c1ccccc1 (configuration not stated)
→ 3	2	4	8	-4	-0.4	13	7	-3
- O=C1CC(C(=O)Nc2ccc(F)cc2)S/C(=N\N=C\c2ccco2)N1 (configuration not stated)
→ -1	0	9	-16	12	-1.6	-7	4	5
- COc1cccc(NC(=O)C/C(C)=N/NC(=O)c2ccccc2Cl)c1
→ -2	0	5	-1	7	-0.8	9	2	0
- CCOC(=O)c1c(C)oc2cc(Br)c(OC(=O)N3CCOCC3)cc12
→ -5	-6	26	-3	27	-3.9	12	-4	21

# In the list so far, these contain a CF3 group.
# Values run as follows: XBP1 UPR activ	CXCR6 block	Mdm2-MdmX inh	TIM10 inh	tim10-1 inh	UPR CHOP act	tim23-1 inh	APJ ag	APJ antagonist
- COc1ccc2[nH]c3c(c2c1)CCN1C(=O)C(CC(=O)NCc2cccc(C(F)(F)F)c2)C[C@H](C(=O)N2CCOCC2)[C@@]31C (some centres not stated)
→ 3	-9	17	9	11	3.3	32	.	.
- Cc1cc(C)cc(C(=O)OCC(=O)NCC(F)(F)F)c1
→ 0	-3	12	9	2	-0.5	2	-1	6

# (next part)
# Values run as follows: XBP1 UPR activ	CXCR6 block	Mdm2-MdmX inh	TIM10 inh	tim10-1 inh	UPR CHOP act	tim23-1 inh	APJ ag	APJ antagonist
- CN(C)C=C1C(=O)c2ccccc2C1=O
→ 2	-11	40	-2	-1	2.5	-1	2	-12
- Cc1ccc(NS(=O)(=O)c2c(C)[nH]c(C)c2C(=O)N2CCCCC2)cc1C
→ 5	5	8	11	11	0.2	-6	-5	-1
- Cc1cccc(CC2CC(=O)N(c3ccc([N+](=O)[O-])cc3)C2=O)c1 (configuration not stated)
→ -3	9	-3	-2	7	0.9	12	-4	7
- COC(=O)c1sc2ccccc2c1NC(=O)c1ccc(S(=O)(=O)N2CCCCC2C)cc1 (configuration not stated)
→ -2	17	28	11	19	-1.2	9	-1	6
- CCOC(=O)C(OC(=O)c1sc(=S)n(C)c1C)C(C)=O (configuration not stated)
→ -8	6	9	0	-4	0.5	-1	-4	38
- COCCNC(=O)c1ccccc1NC(=O)Cc1ccccc1
→ -5	-3	-13	-2	5	-0.5	9	-3	10
- NNC(=O)c1c(O)c2cccc3c2n(c1=O)CCC3
→ 1	12	16	24	28	-0.7	53*	-3	-9
- Cc1ccc(-c2nnc(SCC(=O)OC(C)C)n2N)cc1
→ 2	6	17	-5	10	-1.2	-5	-3	2
- COc1ccccc1N1CCN(C2CCCN(C(=O)c3csc(C)n3)C2)CC1 (configuration not stated)
→ -4	1	9	3	4	1.2	12	6	-22
- CNC(=S)NNS(=O)(=O)c1ccc(OC)cc1OC
→ -4	-1	7	-8	12	-0.6	15	-2	5
- Cc1ccc(S(=O)(=O)NCC(c2ccccc2)N2CCCCC2)cc1 (configuration not stated)
→ -1	-4	0	2	7	1.8	11	-2	-8
- CCCOc1nc2ccccc2cc1/C=C/C(=O)O
→ -3	-5	-4	21	16	0.2	29	-3	-3
- CCCCC1CCC(C(=O)Nc2ccccc2N2CCOCC2)CC1 (configuration not stated)
→ -1	6	2	18	20	-0.3	45	0	7
- Cc1ccc(NC(=O)COC(=O)/C=C/c2cccs2)cc1
→ -4	4	-37	-9	-1	-1.1	9	-3	-8
- O=C(NCc1ccco1)c1ccc(NC(=O)C2COc3ccccc3O2)cc1 (configuration not stated)
→ -3	4	15	3	-5	1.6	15	3	18
- CC(C)(C)c1csc(NC(=O)C2COc3ccccc3O2)n1 (configuration not stated)
→ -1	-8	36	23	35	1.4	40	8	14
- CC(C)CNc1nnnc2c1sc1nc(N3CCOCC3)c3c(c12)CCCC3
→ 55*	17	10	29	20	1.5	6	0	15
- CC(C)c1nc(SCC(=O)N2CC(=O)Nc3ccccc32)c2ccccc2n1
→ 8	2	35	-4	16	-1.7	26	-1	-5
- COc1ccc(Cl)cc1NC(=O)CCN1C(=O)NC(C)(C)C1=O
→ -2	-5	27	-5	5	1.2	17	2	12
- N#Cc1c(C(F)(F)F)cc(-c2ccco2)nc1SCc1ccncc1
→ -1	7	7	-52	-10	3.8	-154	-2	3
- Cc1cc(F)ccc1S(=O)(=O)Nc1nc2ccccc2nc1Cl
→ -2	0	0	16	11	2.5	13	-3	7
- CCOc1cc2nc3c4ccccc4n(C)c3nc2cc1OCC
→ 8	0	37	11	47*	5.7	20	-1	17
- Cc1ccc(Cn2nnc3c(=O)[nH]c(C4CCCN(C(=O)Nc5ccc(F)cc5F)C4)nc32)cc1 (configuration not stated)
→ -2	1	16	-3	-1	-1.4	0	-3	21
- Cn1c(SCC(=O)Nc2cc([N+](=O)[O-])ccc2F)nnc1C(F)(F)F
→ -1	2	-10	4	-1	3.0	-3	-1	-8
- Cc1ccc(Cn2c(CN3CCN(C(=O)c4ccco4)CC3)nc3c2c(=O)n(C)c(=O)n3C)cc1
→ 1	2	10	17	15	-0.8	18	-5	-9
- O=C(CCCN1C(=O)c2ccccc2C1=O)NCc1cccnc1
→ 0	3	6	4	7	-2.6	-2	-1	5
- Cn1c(=O)n(Cc2ccccc2)c(=O)c2c1nc1n2CCCN1CCc1ccccc1
→ 1	12	-28	47*	43*	-1.2	42	-4	6
- COC(=O)CSc1nc(NC(C)=O)nc(C)c1Br
→ 0	-2	19	2	6	-0.1	5	-4	15
- CN(C)C(CNC(=O)c1ccc(NS(=O)(=O)c2ccc3[nH]c(=O)[nH]c3c2)cc1)c1ccccc1 (configuration not stated)
→ -1	-2	27	7	-18	1.4	-8	9	7
- C=C(C)c1cccc(C(C)(C)NC(=O)Nc2nnc(C(C)C)s2)c1
→ -2	5	-19	16	10	-1.5	6	2	-10
- CCN(CC)C(=O)N1CCc2ccccc2C1CN1C(=O)c2ccccc2C1=O (configuration not stated)
→ 0	5	3	28	48*	0.9	42	-2	15
- C=CCn1c(Br)nc2c1c(=O)n(C)c(=O)n2C
→ 0	2	-6	4	8	-1.1	21	1	11
- Cc1ccccc1C1(CCN2CCCCC2)CCOC(C)(C)C1 (configuration not stated)
→ -2	10	-27	-16	-5	0.9	-11	-3	-5
- CC1CCC(NC(=O)N(CCCl)N=O)CC1 (configuration not stated)
→ -3	-4	-22	3	-1	3.7	3	-3	15
- CCN(CC)c1ccc2c(-c3ccc(S(=O)(=O)O)cc3S(=O)(=O)[O-])c3ccc(=[N+](CC)CC)cc-3oc2c1
→ -8	21	37	39	29	-4.4	33	-6	37
- CCNc1nc(N)c(C(=O)C23CC4CC(CC(C4)C2)C3)s1
→ 7	10	28	28	31	3.9	61*	0	-6
- CC(Sc1nncs1)C(=O)NCC(=O)Nc1ccc(F)c(F)c1F (configuration not stated)
→ -1	-8	14	2	-1	0.4	4	2	3
- Cc1sc2nc(CSc3nnnn3-c3ccc(Cl)cc3)[nH]c(=O)c2c1C
→ 0	3	-4	29	15	-0.5	8	-4	1
- CCOC(=O)N1CCC(NC(=O)CC(NS(=O)(=O)c2ccc(C)cc2)c2ccco2)CC1 (configuration not stated)
→ -4	32	10	-6	7	0.4	11	0	6
- CC(=O)NC1C(=O)Nc2c1cccc2C(F)(F)F (configuration not stated)
→ -4	-7	6	-4	-2	-0.6	10	-5	11
- CCOc1ccccc1NC(=O)Nc1ccc(Cl)cc1
→ 3	-4	-3	4	3	3.7	12	2	0
